Bioassay records (PubChem BioAssay)
TNFa cytotox: toxic to HUVEC cells under TNF alpha stimulation; AID 848; HUVEC TNFalpha-stimulated, Hoechst cell count, imaging; actives 0.17% (n = 93,000); cell count reduction, % at 2 µM;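 active = cell count reduction exceeding the screen mean by over 5 SD, scaled to untreated wells per plate, cut at about 78% in these data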;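 note: cells counted after 24 h of TNF alpha exposure following the 1 h pretreatment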
PLK1 kinase inh: blocks human PLK1 kinase activity; P53350; actives 0.53% (n = 97,000); AID 619; inhibition, % at 10 µM; recombinant PLK1 kinase, TR-FRET peptide phosphorylation;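 active = inhibition of 50% or more in the single-concentration screen; inactive = inhibition below 50%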;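 note: 0% = DMSO max control and 100% = H-89 dihydrochloride min control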
Target sequence (P53350 whole entry, looked up): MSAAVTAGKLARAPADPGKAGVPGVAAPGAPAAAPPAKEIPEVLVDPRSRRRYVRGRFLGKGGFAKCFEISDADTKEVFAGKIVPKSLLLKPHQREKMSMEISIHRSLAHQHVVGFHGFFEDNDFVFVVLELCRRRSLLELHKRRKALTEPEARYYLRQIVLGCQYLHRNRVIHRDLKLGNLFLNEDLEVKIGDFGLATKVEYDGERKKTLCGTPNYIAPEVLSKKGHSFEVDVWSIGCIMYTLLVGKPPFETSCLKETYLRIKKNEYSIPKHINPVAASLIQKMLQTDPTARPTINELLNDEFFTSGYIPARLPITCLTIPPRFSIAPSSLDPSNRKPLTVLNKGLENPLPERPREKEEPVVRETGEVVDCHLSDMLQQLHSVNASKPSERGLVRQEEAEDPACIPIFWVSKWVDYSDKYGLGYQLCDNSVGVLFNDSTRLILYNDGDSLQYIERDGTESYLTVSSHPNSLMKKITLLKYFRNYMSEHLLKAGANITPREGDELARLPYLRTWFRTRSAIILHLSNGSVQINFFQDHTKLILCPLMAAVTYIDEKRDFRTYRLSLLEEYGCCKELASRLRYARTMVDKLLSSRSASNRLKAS
sEH inh: soluble epoxide hydrolase (human) inhibition; actives 0.34% (n = 91,000); inhibition, % at 2 µM; P34913; recombinant human sEH enzymatic activity assay; in the data active = inhibition above about 80%; note: values of inactives mirror those of a sister screen read the other way; many of its hits are not listed in these tables
cytoskel mod: modifiers of cytoskeleton assembly. HUVEC TNFa F-actin phalloidin imaging, high content. inhibition, % at 2 µM. actives 0.18% (n = 91,000). AID 836;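 active = inhibition above the batch mean plus 3 SD and confirmed as a hit by visual image inspection, cut at about 30% in these data, passing the limit was not always enough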; note: strong numbers were not always called active
Ecoli WT expand: E. coli BW25113 growth inhibition, expanded screen. OD600 absorbance. growth inhibition, % at 100 µM. actives 0.15% (n = 98,000);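 active = growth inhibition above about 50% at one test dose, limit read from the data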;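 note: growth measured after 20 h incubation at 37 °C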
hDAT+cocaine: human DAT dopamine uptake with cocaine, either direction. actives 1.3% (n = 110,000). LLC-PK1 hDAT cells, [14C]-dopamine uptake with cocaine IC80; actives deviate in either direction. B-score at 10 µM;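 active = Z score or B-score, a plate-position-corrected score, falls beyond the plate's 99.7% confidence bounds, in either direction; inactive = both scores lie inside the 99.7% bounds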;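 note: scored against the spread of the other compound wells on the same plate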
PLK1 PBD inh: Plk1 (human) PBD binding inhibition; P53350; Plk1 PBD phosphopeptide binding, fluorescence polarization; inhibition, %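 (tested at about 20 µM)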; actives 0.13% (n = 97,000); AID 693; in the data active = inhibition above about 34%, passing the limit was not always enough
IL1B cytotox: HUVEC cytotoxicity counter-screen, IL-1B stimulated | cell count reduction, % at 2 µM | actives 0.41% (n = 94,000) | AID 845 | HUVEC cell count loss, Hoechst imaging;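 active = cell count reduction more than 3 SD above the screen-wide mean, cut at about 70% in these data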;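 note: normalized per plate to untreated control cells as the no-loss baseline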
VCAM1 TNFa inh: reduces TNF alpha induced VCAM1 expression in HUVEC. inhibition, % at 2 µM. AID 802. actives 0.48% (n = 95,000). HUVEC TNFa-induced VCAM-1 immunofluorescence, high-content imaging;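 active = inhibition above the batch mean plus 3 SD, with images confirmed as a hit by eye, cut at about 37% in these data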;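 note: 0% = TNF-stimulated DMSO wells and 100% = unstimulated control wells; not every result past the cut was called active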
An asterisk follows results filed as active; . = no result given.

SMILES	TNFa cytotox	PLK1 kinase inh	sEH inh	cytoskel mod	Ecoli WT expand	hDAT+cocaine	PLK1 PBD inh	IL1B cytotox	VCAM1 TNFa inh
Fc1ccc(Sc2cc(Cl)c(-c3ccccc3)nn2)cc1	10	-11	-1	7	-8	0.6	-6	19	3
Cc1cc2cc(CCNC(=O)c3ccc(Br)o3)c(=O)[nH]c2cc1C	-35	-4	10	23	20	1.7	-10	-29	-34
NCCc1nnc(SCc2c(F)cccc2Cl)o1	-10	-15	-11	-20	17	0.19	11	-13	4
COC(=O)c1onc(-c2c(C)cc(C)cc2C)c1C(=O)OC	-5	-14	-17	-10	6	-0.71	19	.	8
Cc1cc(C(=O)Nc2c(C)nn(Cc3ccccc3)c2C)on1	-27	-5	.	-4	-1	-0.16	9	8	6
Cc1ccc(S(=O)(=O)c2nc(C(C)(C)C)oc2N2CCOCC2)cc1	.	-9	4	.	6	-0.47	-7	-18	.
O=C1CC(C(=O)Nc2ncccn2)C(c2ccccc2)O1 (stereo unspecified)	-2	-5	-6	3	0	0.54	-13	-1	14
CCCC(C)NC(=O)COC(=O)c1ccc(Cl)c(S(N)(=O)=O)c1 (stereo unspecified)	-10	-7	6	-5	5	-1.3	-21	-5	10
Cc1cc(C(=O)Nc2ccccn2)no1	-24	-3	-4	-9	-3	-1.1	-11	-21	-15
c1ccc(CNC2=NCCC2)nc1	1	-17	-4	3	0	-0.74	-25	-7	-3
CCCCCCOC(=O)C1=C(C)NC(=O)NC1c1ccc(O)cc1 (stereo unspecified)	-11	0	4	14	0	0.36	-7	17	-6
COc1ccc(C(=O)/C=C/Nc2ccc(NC(C)=O)cc2)cc1OC	-7	2	7	-8	-1	-0.68	-3	-26	3
COc1ccccc1C1/C(=C(/O)c2ccccc2)C(=O)C(=O)N1CCO (stereo unspecified)	-2	-20	-3	14	5	-0.63	-7	-38	-1
Cn1c(=O)cc(SCC(=O)NCCCN2CCN(c3ccccc3F)CC2)c2ccccc21	-16	-3	.	-12	0	0.61	-8	-7	8
O=C(Nc1ccc(S(=O)(=O)NCc2cccnc2)cc1)c1ccco1	-10	-4	-6	-2	7	0.36	-2	6	-1
COCCn1c(COC)nc2ccccc21	25	-11	-10	-19	8	-0.14	7	34	19
CC(=O)OC(C(=O)NC1CCCCC1)c1ccc(C#N)cc1 (stereo unspecified)	8	-5	-6	0	12	-0.28	-11	24	-24
Cc1ccc(-c2cc(C(F)(F)F)nc(SCC(=O)c3cccc([N+](=O)[O-])c3)n2)cc1	4	-16	-9	-15	1	0.081	0	41	-5
CC(C)N(Cc1nc(-c2ccc(Cl)cc2)no1)C(=O)c1cccs1	-7	-20	.	-8	-1	0.92	-19	0	9
O=C(O)C1CCCCC1C(=O)NCCCCc1ccccc1 (stereo unspecified)	-30	-9	9	27	-7	0.0036	-1	16	4
O=C(C(=O)N1CCCc2ccccc21)c1c[nH]c2ccccc12	14	-1	-4	-34	8	0.49	-40	0	4
COCCCN1C(=O)C(O)=C(C(=O)c2ccco2)C1c1ccc(Br)cc1 (stereo unspecified)	.	-12	6	1	-2	-1.7	-1	-5	-9
O=C(NC(=S)Nc1ccccc1O)c1ccc(-c2ccc(Cl)cc2)o1	-40	-1	-6	-3	-18	0.058	0	-18	17
O=C(CN(c1ccc(F)cc1)S(=O)(=O)c1ccc2c(c1)OCCO2)Nc1cccnc1	-6	-6	-11	6	-1	-1.1	15	9	2
CC(C)Cn1c(CN2CCCCC2C)nc2c1c(=O)n(C)c(=O)n2C (stereo unspecified)	-19	-15	15	5	2	0.039	0	12	15
CCOC(=O)CSc1nsc(SCC(=O)OCC)c1C#N	-25	-10	-7	24	.	0.067	24	-14	2
CC(=O)N1CCc2cc(S(=O)(=O)Nc3cccc(C(F)(F)F)c3)ccc21	1	-2	0	-6	-4	-1.3	-18	18	35
Cc1ccc(-n2nnnc2-c2cnc3ccc(Cl)cc3c2-c2ccccc2)cc1	-3	-14	-14	.	-5	0.049	-26	6	-2
OCCN1CN=C(Nc2nc3ccccc3s2)NC1	8	-3	.	-5	14	0.61	-7	0	13
CCOC(=O)CC(=O)Nc1nc2ccccc2s1	-5	-14	.	18	4	0.35	-23	-44	-4
Cn1c(=O)[nH]c(=O)c2c1nc(Br)n2CCSc1nnnn1-c1ccccc1	.	-2	3	.	-2	0.74	-10	-3	.
CCCCCCCCOC1OC(CO)C(O)C(O)C1NC(C)=O (stereo unspecified)	.	-7	8	3	2	0.57	20	.	19
CCCCc1nnc(NC(=O)CSc2nc(C)cc(=O)[nH]2)s1	5	-12	-6	-4	-7	-0.28	1	14	17
COCCCNC(=O)c1cn(Cc2c(F)cccc2Cl)nn1	-7	1	-6	-5	-1	-1.5	-7	-14	-6
Cc1cc(NC(=O)CCC(=O)N(CC2CCCO2)C(C(=O)NC2CCCC2)c2cccnc2)no1 (stereo unspecified)	-39	-17	-4	7	-2	0.65	17	-11	7
COc1cc(C=O)c(Br)cc1OC1CCCC1	3	-44	6	-10	3	-0.68	-3	25	5
COc1nc(Oc2ccc(C(=O)OCC(N)=O)cc2)nc(N(C)C)n1	-23	-10	-8	-17	-3	-0.17	-6	-8	7
CCN(CC)CCCN(Cc1cc2cc3c(cc2[nH]c1=O)OCCO3)C(=O)Nc1ccccc1	-9	16	-1	-55	1	0.0033	-15	7	2
CN(C)c1ccc(CN(C(=O)c2ccco2)C2CCS(=O)(=O)C2)cc1 (stereo unspecified)	4	-10	-19	19	0	-1.4	15	-12	6
CCn1c(SCC(=O)N2CCC(C(N)=O)(N3CCCCC3)CC2)nnc1-c1ccccc1	-12	-5	-5	3	.	0.86	15	-12	5

In the list so far, these have a furan ring, fused or not:
SMILES	TNFa cytotox	PLK1 kinase inh	sEH inh	cytoskel mod	Ecoli WT expand	hDAT+cocaine	PLK1 PBD inh	IL1B cytotox	VCAM1 TNFa inh
Cc1cc2cc(CCNC(=O)c3ccc(Br)o3)c(=O)[nH]c2cc1C	-35	-4	10	23	20	1.7	-10	-29	-34
O=C(Nc1ccc(S(=O)(=O)NCc2cccnc2)cc1)c1ccco1	-10	-4	-6	-2	7	0.36	-2	6	-1
COCCCN1C(=O)C(O)=C(C(=O)c2ccco2)C1c1ccc(Br)cc1 (stereo unspecified)	.	-12	6	1	-2	-1.7	-1	-5	-9
O=C(NC(=S)Nc1ccccc1O)c1ccc(-c2ccc(Cl)cc2)o1	-40	-1	-6	-3	-18	0.058	0	-18	17
CN(C)c1ccc(CN(C(=O)c2ccco2)C2CCS(=O)(=O)C2)cc1 (stereo unspecified)	4	-10	-19	19	0	-1.4	15	-12	6

Further results follow.
SMILES	TNFa cytotox	PLK1 kinase inh	sEH inh	cytoskel mod	Ecoli WT expand	hDAT+cocaine	PLK1 PBD inh	IL1B cytotox	VCAM1 TNFa inh
CC(C)COc1ccc(/C=C2/Sc3ccccc3C2=O)cc1	1	-23	9	-12	-18	-1.7	-15	-21	20
CC(C)COC(=O)N(C)c1ccc(C(O)(C(F)(F)F)C(F)(F)F)cc1	-13	-10	-7	-3	0	-0.29	-12	-24	16
CC1(C)CC(=O)N(CC(=O)O)c2ccccc2S1	-49	-3	-17	15	-5	0.052	-1	-7	22
CCc1ccc(C(C)NC(=O)c2ccc(F)cc2)cc1 (stereo unspecified)	-11	0	-7	-1	-11	1	4	4	-2
COCCSc1nnc(NC(=O)C2CCCCC2)s1	-5	2	-16	9	3	1.5	17	5	15
CN(C)S(=O)(=O)c1cccc(-c2nnc(-c3ccccc3)o2)c1	-14	3	5	6	3	0.41	6	14	-12
CCN(CC)S(=O)(=O)c1ccc(C(=O)NC2=C(C(=O)OC)SCC2)cc1	-5	-9	-5	10	1	0.18	-1	-6	-17
CCc1ccc(C(=O)CSc2nc3ccccc3c(=O)[nH]2)cc1	-20	-12	9	6	-11	0.38	3	-17	12
CCN(CC(=O)NCc1ccc(F)cc1)CC(O)COCc1cccc(OC)c1 (stereo unspecified)	-2	-8	17	-10	-5	0.69	-7	-16	-14
O=[N+]([O-])c1ccc(CSc2nc3ccccc3o2)cc1	-15	-6	-11	5	3	0.59	33	-56	7
COc1ccc(CN(C(=O)CSc2nnc(-c3c[nH]c4ccccc34)o2)c2ccc(F)cc2)cc1OC	-16	-10	-7	-34	.	-0.82	-3	-42	-5
CC(C)(C)c1ccc(S(=O)(=O)NCCOCC(F)(F)C(F)F)cc1	-15	-8	-3	-18	10	-1.2	-20	0	21
CCC(C)[C@H](NC(=O)OC(C)(C)C)c1nnc(SCc2c(C)[nH]c(=O)[nH]c2=O)o1 (stereo partly specified)	7	4	-2	-10	14	-0.035	28	-9	-2
C=C(C)c1cccc(C(C)(C)NC(=O)Nc2cc(C)ccc2OC)c1	-26	-3	5	6	-8	-0.23	9	-22	1
CCOC(=O)C1CCCN(C(=O)c2cc3nc(-c4ccc5c(c4)OCO5)cc(C(F)(F)F)n3n2)C1 (stereo unspecified)	5	-10	-9	6	-12	2.5	-11	1	3
Fc1nc(N2CCCC2)c(F)c(Oc2ccccc2Oc2c(F)c(F)nc(N3CCCC3)c2F)c1F	0	-17	5	40	-6	-0.17	-9	-29	2
O=C(NC1CCCC1)C(c1ccccn1)N(C(=O)c1csnn1)C1CC1 (stereo unspecified)	-5	-5	-13	-16	4	-0.006	-20	32	-13
CSc1nc2c(c(=O)[nH]1)C(c1ccncc1)C(C(=O)OC(C)C)=C(C)N2 (stereo unspecified)	-48	1	-6	5	7	1	-9	-11	-28
Cc1cccc(/C(N)=N/OC(=O)c2cccs2)c1	14	-2	15	-7	12	0.64	11	-28	18
Cc1csc(NC(=O)Cc2c[nH]c3ccccc23)n1	-3	-4	-9	-8	38	-0.88	0	-1	15
CCOC(=O)C1=C(C)NC(=O)C(C#N)C1c1ccncc1 (stereo unspecified)	-4	-6	27	-1	2	0.76	30	-114	-8
Nn1c(SCC(=O)NC2CCCCC2)nnc1-c1ccc(Cl)cc1	-28	-11	-13	8	-11	-1.1	-15	6	0
CC(=O)CSc1nnc(NC(=O)CCc2ccccc2)s1	15	-24	11	8	-2	-1	26	-15	30
CCOc1ccc(-c2noc(-c3ccncc3)n2)cc1OCC	7	-11	-3	-3	-7	1	12	25	9
CC(C)(C)c1ccc(C(=O)c2c[nH]c(C(=O)NCc3cccs3)c2)cc1	-8	-11	9	-7	-5	-0.28	2	-20	6
O=C(c1ccc(O)cc1)c1ccc(Cl)cc1	-28	-2	-4	12	20	-0.2	20	4	0
Cc1ccc(SCC(=O)Nc2cccnc2)cc1	-30	-7	8	8	.	0.65	-33	10	5
Cc1nc2ccccn2c1C(=O)N/N=C/c1ccccc1[N+](=O)[O-]	-4	-11	-2	-7	-1	-0.042	-12	7	4
CCc1nc2oc3ccccc3c(=O)c2c(=O)n1Cc1ccccc1	.	-13	-9	11	-13	1.7	23	27	.
Cn1c(NC(=O)c2ccc(Cl)s2)cc(=O)n(C)c1=O	-49	8	8	25	.	-0.85	-7	-43	-23
Cc1nc2ccc(-c3nc4ccccc4o3)cc2[nH]1	-3	1	-12	5	-7	.	13	37	-3
Cc1nc2ccc(N=NC3=C(O)CCCC3=O)cc2s1	-14	10	-16	2	6	-0.51	-11	-82	-34
O=C(NCCCc1ccccc1)c1ccccc1O	-6	-2	21	16	26	1.1	1	-6	-1
O=C(c1cc2n(n1)C(C(F)(F)F)CC(c1ccc(Cl)cc1)N2)N1CCCC1 (stereo unspecified)	-15	-15	0	7	-6	0.036	4	8	4
Cc1cc(NS(=O)(=O)c2ccc(CC(C)C)cc2)no1	-44	-5	-9	-2	1	0.8	5	-10	-10
COc1ccc(C2C(C(C)=O)=C(O)C(=O)N2C)c(OC)c1 (stereo unspecified)	22	-8	3	11	.	0.3	-12	-12	16
COc1cccc(NC(=O)CSc2nnc(CN3CCOCC3)n2C)c1	-4	-7	3	6	3	-0.63	-17	-10	3

3 compounds from above, arranged by the number in cytoskel mod, high to low.
canonical_smiles	cytoskel mod
COc1ccc(C2C(C(C)=O)=C(O)C(=O)N2C)c(OC)c1 (stereo unspecified)	11
CC(=O)CSc1nnc(NC(=O)CCc2ccccc2)s1	8
CC(C)(C)c1ccc(C(=O)c2c[nH]c(C(=O)NCc3cccs3)c2)cc1	-7
